Source: PubChem BioAssay
Fam108B inh: blocks mouse Fam108B hydrolase in RBBP9 counter-screen. recombinant Fam108B, FP-Rh probe fluorescence polarization. inhibition, % at 9.51 µM. 300,000 tested, 0.33% active;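 active means inhibition above the screen mean inhibition plus 3 SD, computed separately per campaign, cut at about 18% in these data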;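 further: inhibitors lower polarization as less probe binds the enzyme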
GLD-1 TGE inh: GLD-1-TGE RNA interaction inhibition (C. elegans); Q17339; purified GLD-1 + fluorescein TGE RNA, fluorescence polarization; inhibition, % at 5.96 µM; 320,000 tested, 0.44% active; AID 2280;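 active means percent inhibition above a per-plate cutoff, the plate mean of test compounds plus 3 SD, cut at about 30% in these data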;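 further: 0% = DMSO wells with GLD-1 and probe and 100% = wells lacking GLD-1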
Bcl-xL primary: inhibitors of human Bcl-xL; Q07817; GST-Bcl-xL / FITC-Bim BH3 peptide fluorescence polarization; inhibition, % at 10.9 µM; 320,000 tested, 0.7% active; AID 2129;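 active means inhibition above the mean of all tested compounds plus 3 SD, cutoff set per campaign, cut at about 30% in these data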;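 further: 0% = DMSO wells and 100% = unlabeled Bim-BH3 peptide competitor; inhibitors lower millipolarization by displacing the labeled peptide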
Target sequence (Q07817 whole entry, looked up): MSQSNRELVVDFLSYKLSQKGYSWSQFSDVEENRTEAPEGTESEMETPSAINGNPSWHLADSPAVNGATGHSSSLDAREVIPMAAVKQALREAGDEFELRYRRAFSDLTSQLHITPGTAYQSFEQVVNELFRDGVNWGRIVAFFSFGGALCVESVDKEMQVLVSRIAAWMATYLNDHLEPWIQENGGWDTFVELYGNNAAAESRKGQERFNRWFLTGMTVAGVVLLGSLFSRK
MCL1 BIM primary: disrupts human MCL1 binding to BIM-BH3 peptide | Q07820 | GST-MCL1 / FITC-Bim-BH3 fluorescence polarization | inhibition, % at 10.9 µM | 320,000 tested, 0.68% active | AID 2057;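 active means inhibition above the mean inhibition of all tested compounds plus 3 SD, set per campaign, cut at about 40% in these data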;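 further: 0% = DMSO wells and 100% = unlabeled Bim-BH3 peptide control; higher means more loss of mP so more displacement of Bim peptide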
PME-1 inh: PME-1 (human) inhibition; AID 2130; recombinant PME-1, FP-Rh probe fluorescence polarization; Q9Y570; 320,000 tested, 0.53% active; inhibition, % at 5.9 µM;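 active means inhibition above the campaign mean of all compounds plus 3 SD, cut at about 26% in these data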;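 further: competitive labeling of PME-1 active site by serine hydrolase directed probe; 0% = PME-1 with DMSO and 100% = wells lacking PME-1 enzyme; inhibitors block probe labeling so polarization falls and inhibition rises; many of its hits are not listed in these tables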
Efflux pump inh: blocks antifungal efflux pumps in multiplex yeast assay; S. cerevisiae Candida pump triplex, Nile Red efflux; inhibition, % at 10 µM; 330,000 tested, 0.44% active; AID 485275;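 active means plate passing quality check with inhibition over a set limit, or well fluorescence over plate mean plus 4 SD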;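 further: Nile Red retained in pooled yeast measured as flow cytometry median fluorescence; 0% = buffer negative control and 100% = Enniatin B positive control; higher means more Nile Red kept so more efflux inhibition; some compounds called inactive have numbers as strong as hits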
GRK2 inh: blocks RNA aptamer binding to human GRK2. P25098. bead flow cytometry, FAM-aptamer displacement from GRK2. inhibition of aptamer binding, % at 10 µM. 330,000 tested, 0.59% active. AID 488847;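 active means inhibition of aptamer binding above 40%, roughly 3 SD of noise, on plates passing a quality check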;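 further: median bead fluorescence of bound FAM aptamer so fluorescent compounds give negative values; no value below 0 was filed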
Target sequence (P25098 whole entry, looked up): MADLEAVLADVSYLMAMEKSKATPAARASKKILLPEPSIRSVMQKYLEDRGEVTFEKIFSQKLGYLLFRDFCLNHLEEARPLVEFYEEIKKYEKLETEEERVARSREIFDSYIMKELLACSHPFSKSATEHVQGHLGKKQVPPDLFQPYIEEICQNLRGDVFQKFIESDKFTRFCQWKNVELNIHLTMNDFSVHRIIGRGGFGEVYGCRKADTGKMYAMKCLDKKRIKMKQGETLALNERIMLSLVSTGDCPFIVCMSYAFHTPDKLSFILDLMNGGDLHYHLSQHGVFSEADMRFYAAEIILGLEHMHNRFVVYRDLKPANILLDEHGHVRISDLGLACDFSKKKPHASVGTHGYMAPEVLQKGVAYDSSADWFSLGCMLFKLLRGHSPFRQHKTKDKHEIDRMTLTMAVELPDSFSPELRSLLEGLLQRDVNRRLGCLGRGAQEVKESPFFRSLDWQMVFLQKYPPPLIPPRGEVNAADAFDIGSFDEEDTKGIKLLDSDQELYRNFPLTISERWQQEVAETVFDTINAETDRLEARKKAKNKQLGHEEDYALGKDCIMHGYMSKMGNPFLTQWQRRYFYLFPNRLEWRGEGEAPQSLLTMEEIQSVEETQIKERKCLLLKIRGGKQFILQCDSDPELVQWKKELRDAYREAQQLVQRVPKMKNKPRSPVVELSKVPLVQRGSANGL
VLA-4 inh: inhibition in a human VLA-4 binding assay; P13612; VLA-4 expressing cells, ligand binding flow cytometry; inhibition, % (about 7 µM as worked out from the volumes in the protocol); 330,000 tested, 0.2% active; in the data active means inhibition above about 50%
MEX-5 binding: C. elegans MEX-5 TCR-2 RNA binding activity | 300,000 tested, 0.38% active | Q9XUB2 | MEX-5/FITC-TCR2 RNA binding, fluorescence polarization; hits give low values | activity score (negative = inhibition of binding), % at 10 µM | AID 1832;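 active means inhibition past about -25% in most replicates, and total fluorescence under double the plate's negative control median, limit read from the data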;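 further: 0% = DMSO and -100% = 5 µM competing unlabeled TCR2 RNA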
* hit, by the source's call; x = no result given. Some of the compounds tested, so the mix of outcomes need not match the whole.

nr	mol	Efflux pump inh	MCL1 BIM primary	GLD-1 TGE inh	VLA-4 inh	Fam108B inh	GRK2 inh	MEX-5 binding	Bcl-xL primary	PME-1 inh
1	CCc1noc(C)c1C(=O)N1CCSC1=Nc1cccc(Cl)c1C	0.2	3	1	-1	0	0	1.3	4	-1
2	OCCN=C(c1ccccc1)C12CN3CN(CN(C3)C1)C2	0.1	4	-8	14	1	3	-4.6	1	-11
3	COCCNC(=O)C(=O)N/N=C(\C)CC(=O)Nc1cccc(C(F)(F)F)c1	0.0	5	2	-1	-1	0	2.1	6	0
4	Cc1ccc(C)c(NCC(=O)c2ccc(Cl)cc2)c1	0.0	-4	4	-4	4	5	0.6	4	-1
5	COc1ccc(NC(=O)c2cccc(C(=O)Nc3ccc(OC)cc3)n2)cc1	0.0	7	-3	-8	-1	0	-0.6	5	-6
6	CCCCOc1ccc(C(=O)NCC(=O)NCCOc2ccccc2)cc1	-0.3	-7	2	-11	0	1	0.3	0	-1
7	COc1ccccc1-n1c(C)nc2cc(C(=O)O)ccc21	0.0	7	-2	-4	1	3	-1.7	13	-3
8	CCOc1ccccc1NC(=O)C1C2C=CC(C2)C1C(=O)O (stereo not given)	0.1	-1	3	-1	6	0	-2.6	2	3
9	COc1ccc(CCNS(=O)(=O)c2ccc3c(c2)OCCO3)cc1	0.0	-3	4	-3	0	1	1.8	2	-3
10	N#Cc1ccccc1OCC(=O)NNC(=O)CNC(=O)c1cccc(Br)c1	-0.3	10	0	12	x	0	x	1	-1
11	CC1CCN(c2nnc(-c3cccs3)c3ccccc23)CC1	0.2	3	-2	8	-1	19	1.2	1	2
12	CCOc1cccc(C2/C(=C(/O)c3ccc4c(c3)CC(C)O4)C(=O)C(=O)N2Cc2cccnc2)c1 (stereo not given)	0.0	-4	-4	14	3	2	-1.1	1	-7
13	COc1ccc(NC(=O)CCc2nc3ccccc3s2)c(OC)c1	-0.4	4	-1	-7	5	0	0.0	7	0
14	CCOC(=O)c1ccc(NC(=O)Nc2ccc(Cl)cn2)cc1	-0.1	3	4	-1	-2	1	0.4	3	-6
15	N#C/C(=C\c1cn(CCOc2ccccc2)c2ccccc12)C(=O)NCC1CCCO1 (stereo not given)	0.9	-9	0	5	-10	3	0.8	-3	-10
16	O=C(NNS(=O)(=O)c1ccccc1)C1CCN(S(=O)(=O)c2ccccc2)CC1	0.0	3	1	14	4	0	1.7	3	-3
17	CC(/C=N/Nc1ncc(C)c(=O)[nH]1)=C\c1ccccc1	0.1	0	-2	9	5	4	-2.3	-6	13
18	CCOC(=O)C(C)n1cnc2c(nnn2Cc2ccc(Cl)cc2)c1=O (stereo not given)	0.0	5	3	-11	-1	0	0.4	3	3
19	CN(/C=C/C(=C/C=[N+](C)c1ccccc1)OCCCS(=O)(=O)[O-])c1ccccc1	-0.1	25	8	4	2	6	-7.0	18	-1
20	CCOC(=O)c1cccc(NC(=O)C2CCN(c3ncnc4c3nc3n4CCCCC3)CC2)c1	0.1	-2	-6	29	1	5	-0.8	8	-4
21	CC(=O)N(C(C)=O)c1c(N2CCOCC2)c2ccccc2oc1=O	0.1	1	2	-10	3	4	1.6	3	1
22	CCc1ccc(NC(=O)CCCNC(=O)Cn2cnc3sc(C)c(C)c3c2=O)cc1	0.8	7	-4	8	-7	3	0.7	7	3
23	N=c1n(CCc2ccccc2)c2ccccc2n1Cc1ccccc1F	0.3	-3	0	-10	-1	0	0.3	-3	-11
24	O=C(COC(=O)c1ccccc1Br)NC(=O)NCc1ccccc1	0.2	x	9	8	x	2	x	x	x
25	COc1ccc(/C=C2\CCn3c2nc2ccccc2c3=O)cc1OC	0.0	3	9	0	5	0	-0.7	4	9
26	CCC(NC(=O)c1ccccc1NC(=O)c1ccccc1)C(=O)OC (stereo not given)	0.0	7	2	-1	-2	0	1.3	3	-24
27	CC(=O)Nc1c(C)nn(-c2ccc([N+](=O)[O-])cc2)c1C	0.0	11	-5	-19	1	0	0.4	3	4
28	COc1ccc(C2CC(c3ccc([N+](=O)[O-])cc3)=NN2C(=O)c2ccccc2)cc1OC (stereo not given)	-0.1	-2	1	4	-1	1	4.4	4	-7
29	Cc1cc(C)n(C(=O)C23CC4CC(CC(C4)C2)C3)n1	-0.1	5	-6	8	0	0	-1.3	7	-2
30	CCOc1ccc(C2CC(c3cccc(C)c3)n3nc(N)nc3N2)cc1 (stereo not given)	-0.1	5	2	8	1	0	1.5	7	-4
31	CSC(SC)=C(C(C)=O)C(=O)c1ccc(C)cc1	-8.9	3	1	-14	11	7	1.2	9	-3
32	COc1ccc(C(CNC(=O)c2cc3ccccc3cc2O)N2CCOCC2)cc1 (stereo not given)	0.0	-2	-2	2	6	3	1.1	4	2
33	c1ccc(-n2cnc3ccccc32)cc1	-0.1	3	-1	6	1	0	1.0	3	4
34	CCOc1cc(/C=N/n2cnnc2)ccc1O	0.0	2	-2	24	-2	0	-2.7	3	-5
35	COc1ccccc1C(=O)NCC(=O)n1nc(C)cc1C	0.0	3	4	-1	-3	0	0.5	6	-6
36	CCCN(CC(=O)Nc1ccccc1OC)C(=O)c1cc2ccccc2o1	0.1	0	-4	6	3	0	-0.8	-6	-3
37	COc1cccc(C(=O)c2c[nH]c(C(=O)NCCCN3CCOCC3)c2)c1	0.0	8	0	-5	0	0	-0.3	9	-3
38	CCc1nc2c(c(=O)[nH]1)C(CC)(CC)Cc1ccccc1-2	-0.1	-2	-2	-12	-1	2	1.1	-4	0
39	O=C(CSc1ncnc2c1oc1ccccc12)N1CCN(c2ccccc2)CC1	-0.1	2	4	-27	1	4	-3.4	2	-1
40	O=C(NC(N1CCOCC1)C(Cl)(Cl)Cl)c1ccc(F)cc1 (stereo not given)	-0.1	10	-1	9	-1	2	2.4	8	7
41	O=C(NCCSCc1ccco1)Nc1ccccc1	0.0	-6	5	11	-1	1	-0.7	-5	1
42	Cc1cc(C)c(C(=O)C(C)OC(=O)c2ccccn2)cc1C (stereo not given)	-0.1	2	1	19	0	2	1.3	3	-3
43	COc1ccc(N(CC(=O)N2CCc3ccccc32)S(=O)(=O)c2c(C)nn(C)c2C)cc1	0.1	3	2	16	-2	2	-1.1	3	5
44	Cc1ccc(S(=O)(=O)Nc2nc(C)cc(NCCN)n2)cc1	0.0	3	6	-2	0	3	0.8	2	2
45	NS(=O)(=O)c1ccc(CNC(=O)c2ccc(S(=O)(=O)C(F)F)cc2)cc1	0.4	-2	-10	10	-2	0	0.3	-3	3
46	O=C(NC(Nc1ccc(F)cc1)(C(F)(F)F)C(F)(F)F)c1cccnc1	-0.3	-2	2	11	-3	0	1.8	-1	-2
47	Cc1cc(C)c(C#N)c(SCc2cn3c(C)cccc3n2)n1	-0.2	0	2	6	5	0	3.1	-2	9
48	Cc1nc(NC(=O)c2ccccc2)sc1-c1csc(N)n1	0.3	6	3	3	3	1	1.6	3	10
49	COC(=O)C(C)NS(=O)(=O)c1ccc(NC(C)=O)cc1 (stereo not given)	-0.2	7	-4	8	-1	0	-0.2	7	-9
50	O=C(NCc1ccccn1)c1ccc(OC2CCN(Cc3ccc(Cl)s3)CC2)cc1	0.0	2	-6	6	-2	0	x	-2	9
51	CCC(=O)Nc1ccc(C(=O)Nc2cc(C)on2)cc1	0.0	-3	-1	1	2	0	-1.5	4	-3
52	C=CCN(c1ccccc1)S(=O)(=O)c1ccc(Cl)c(C(=O)OCC(=O)N(C)C2CCS(=O)(=O)C2)c1 (stereo not given)	-0.3	1	10	8	2	0	-1.4	0	-1
53	CCOC(=O)N1CCN(C(=O)CN(Cc2ccc(Cl)cc2)S(=O)(=O)c2ccccc2)CC1	-0.1	6	-3	-14	-5	0	1.6	-1	0
54	Cc1cc2c(cc1S(=O)(=O)Nc1cccc(C)c1C)OCC(=O)N2	-0.1	-6	1	-2	1	0	-3.2	1	0
55	Cc1ccccc1OCC(=O)OCn1nnc2ccccc2c1=O	0.1	3	4	-2	3	1	-0.6	2	3
56	Cc1ccc(NS(=O)(=O)c2ccc(-n3cccn3)cc2)cc1F	0.1	3	1	-3	-1	2	-2.3	7	8
57	O=C(COc1ccccc1)Nc1nc2ccccc2[nH]1	0.3	0	-15	10	2	0	-4.2	-4	5
58	Cc1ccc(SCC(=O)N(C)CC(=O)Nc2cccc(F)c2)cc1	-0.1	2	2	5	2	0	0.2	5	1
59	Cn1ncc(N=Cc2ccc([N+](=O)[O-])cc2)c1C(=O)Nc1ccccc1	0.0	5	8	-1	2	1	1.9	2	-4
60	COc1ccc2c3c([nH]c2c1)C(C)N(CCC(=O)NN)CC3 (stereo not given)	0.1	x	x	9	x	0	1.3	x	x

(more compounds)
nr	mol	Efflux pump inh	MCL1 BIM primary	GLD-1 TGE inh	VLA-4 inh	Fam108B inh	GRK2 inh	MEX-5 binding	Bcl-xL primary	PME-1 inh
61	CCCn1c(N)nc2ccccc21	0.0	-1	-1	14	3	0	3.6	-2	-2
62	Cc1nn(Cc2ccc(Cl)cc2Cl)c(C)c1NC(=O)C1C2CCC(O2)C1C(=O)O (stereo not given)	0.0	5	2	7	0	3	-1.4	3	1
63	CC(=O)c1cccc(NC(=O)c2ccc(NS(=O)(=O)c3c(C)noc3C)cc2)c1	-0.3	-4	3	0	3	2	-2.0	0	-5
64	Cc1ccccc1C(=O)NCC(=O)NCC1(N2CCOCC2)CCCCC1	0.1	0	5	10	0	0	-1.7	1	-5
